Source: PubChem (several laboratories)
Vif imaging: inhibitors of HIV Vif; HEK293T cells, Vif self-association by quenched fluorescence, imaging, 24 h; inhibition, % at 7.49 µM; 340,000 tested, 0.35% active; AID 602346; in the data active = inhibition above about 50%, passing the limit was not always enough; note: some results filed as inactive read as strong as hits
Glyco luc inh: blocks N-linked glycosylation in D54 reporter cells. D54 ERlucT glycosylation luciferase reporter, 24 h; percent of 100 nM tunicamycin response. reporter increase, % at 12.5 µM. 360,000 tested, 0.23% active;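 active = mean luciferase reporter signal, scaled so untreated is 0 and the glycosylation-blocking control 100, at or above a set limit in every replicate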;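 note: luciferase carries N-glycosylation sites so blocking glycosylation raises the light; 0% = median of neutral control wells and 100% = median of 100 nM tunicamycin wells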
ABCB6 inh MLPCN: human ABCB6 transporter inhibition; Q9NP58; K562-ABCB6 porphyrin accumulation, flow cytometry, 1 h; stronger effect = lower value; fluorescence ratio to DMSO, % at 10 µM; 360,000 tested, 0.19% active;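 active = fluorescence ratio to DMSO below 75%, the collection mean minus 3 SD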;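 note: signal is porphyrin accumulated inside mitochondria; 100% equals median channel fluorescence of DMSO control wells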
NOD2-RIPK2 inh: inhibitors of human NOD2-RIPK2 interaction; AID 624267; 360,000 tested, 0.38% active; inhibition, % at 4.98 µM; CHO BLA complementation NOD2-RIPK2, CCF4 ratio; in the data active = inhibition above about 21%;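 note: 0% = vehicle only and 100% = reference blocker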
Target sequence (O43353 whole entry, looked up): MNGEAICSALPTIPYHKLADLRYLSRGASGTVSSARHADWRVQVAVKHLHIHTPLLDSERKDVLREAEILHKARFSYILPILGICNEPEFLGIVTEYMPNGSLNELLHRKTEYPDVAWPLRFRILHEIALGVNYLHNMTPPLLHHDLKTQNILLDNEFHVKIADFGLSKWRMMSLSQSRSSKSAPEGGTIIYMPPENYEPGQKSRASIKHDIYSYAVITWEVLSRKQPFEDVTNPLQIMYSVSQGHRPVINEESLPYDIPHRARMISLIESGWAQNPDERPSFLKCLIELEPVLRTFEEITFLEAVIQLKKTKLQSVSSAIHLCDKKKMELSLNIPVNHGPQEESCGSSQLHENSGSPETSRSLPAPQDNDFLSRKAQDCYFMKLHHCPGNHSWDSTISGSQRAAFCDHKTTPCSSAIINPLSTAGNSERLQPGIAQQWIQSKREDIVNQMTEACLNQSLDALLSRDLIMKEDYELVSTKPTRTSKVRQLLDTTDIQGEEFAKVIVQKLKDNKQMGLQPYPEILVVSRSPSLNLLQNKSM
Exocytosis inh: lytic granule exocytosis inhibition. TALL-104 LAMP-1 surface exposure, flow cytometry; cells stimulated with thapsigargin and PMA. inhibition, % at 10 µM. 360,000 tested, 0.66% active. AID 651702;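 active = inhibition above about 55%, limit read from the data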
MC4R ag barr: activates human MC4R beta-arrestin recruitment; P32245; 360,000 tested, 0.98% active; U2OS MC4R beta-arrestin complementation, luminescence; percent of melanotan II response, DMSO zero; AID 540308; activation, % at 8.9 µM;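 active = activation above a per-plate cutoff, the mean activation of sample wells on that plate plus 3 SD, cut at about 8% in these data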
Target sequence (P32245 whole entry, looked up): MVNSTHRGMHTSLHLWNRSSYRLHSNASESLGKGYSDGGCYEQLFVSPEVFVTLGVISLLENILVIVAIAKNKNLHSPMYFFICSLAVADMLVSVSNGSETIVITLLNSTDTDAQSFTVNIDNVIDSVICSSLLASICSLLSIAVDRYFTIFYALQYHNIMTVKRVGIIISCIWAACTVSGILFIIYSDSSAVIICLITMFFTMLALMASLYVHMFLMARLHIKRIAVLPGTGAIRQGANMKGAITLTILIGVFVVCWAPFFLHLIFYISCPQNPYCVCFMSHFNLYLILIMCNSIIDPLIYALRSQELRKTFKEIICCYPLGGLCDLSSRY
TLR9-MyD88 inh: inhibitors of human TLR9-MyD88 binding | Q9NR96+Q99836 | CHO BLA complementation TLR9-MyD88, CCF4 FRET ratio | inhibition, % at 4.98 µM | 340,000 tested, 0.21% active;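 active = inhibition above the mean over all tested compounds plus 3 SD, cut at about 21% in these data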;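 note: 0% = DMSO only wells and 100% = clavulanate BLA inhibitor control wells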
aDG glyco up: alpha-DG glycosylation activation | activation, % at 10 µM | 360,000 tested, 0.22% active | AID 624168 | Pro5-aDG cells, alpha-DG glycosylation AlphaScreen (IIH6); 0% Pro5, 100% B10-LARGE cell signal;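 active = activation of at least 8% versus controls, or a plate z-score of at least 8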;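 note: Pro5 are CHO cells carrying HIG-tagged alpha-DG that lacks glycosylation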
ABHD5-PLIN5 inh: ABHD5-PLIN5 protein interaction inhibition; Q00G26+Q8WTS1; Split G. princeps luciferase complementation, luminescence, 4 h; inhibition, % at 4 µM; 360,000 tested, 0.78% active;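 active = inhibition above the mean inhibition across every tested compound plus 3 SD, cut at about 22% in these data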;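 note: 0% = DMSO only wells and the 100% control is not disclosed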
MC4R antag cAMP: human MC4R antagonism in cAMP assay; MC4R-expressing cells, MTII-stimulated cAMP, LANCE TR-FRET; 360,000 tested, 0.48% active; AID 540295; inhibition, % at 6.5 µM;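 active = inhibition above its plate's cutoff, the mean of tested wells on that plate plus 3 SD, cut at about 29% in these data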;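 note: 0% = Melanotan II alone and 100% = Melanotan II plus saturating MCL0020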
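Assay system: human MC4R-expressing U2OS cells; reagent: Melanotan II stimulation of cells; dosing: 6.5 µM single dose; timing: compound 30 min, challenge 1 h, detection 1 h; signal: TR-FRET cAMP assay; replicates: one well per compound, no replicates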
Starred values were filed as active, the others as inactive; i = inactive; · = not tested or not shown.

SMILES	Vif imaging	Glyco luc inh	ABCB6 inh MLPCN	NOD2-RIPK2 inh	Exocytosis inh	MC4R ag barr	TLR9-MyD88 inh	aDG glyco up	ABHD5-PLIN5 inh	MC4R antag cAMP
Cc1cc(/C=C/C(=O)O)c(C)n1-c1ccc(Cl)cc1	-1.9	-0.9	99.0	-0.7	-0.6	-0.6	-0.5	-0.1	0.7	12.9
CCOC(=O)C1CCCN(C(=O)C2CCN(S(=O)(=O)c3cccs3)CC2)C1 (configuration not stated)	2.6	-1.3	97.0	-11.9	-4.3	-2.3	6.5	0.0	-3.5	1.6
O=C(Nc1ccccc1)C1=C(O)CC(c2ccco2)CC1=Nc1ccccc1 (configuration not stated)	19.8	3.2	95.0	3.4	3.1	-0.6	-1.6	1.9	0.9	-1.6
CCOC(=O)Cn1nc(C)c(NC(=O)CCc2ccc(OC)cc2)c1C	3.8	-0.8	105.0	-14.3	12.7	-2.7	3.0	0.2	-1.6	-1.1
CC(=O)Cn1cnc2c(sc3nc(C)cc(C)c32)c1=O	1.3	-0.1	104.0	-4.3	-6.1	2.5	-14.9	-0.1	-7.2	-8.6
Cc1cccc(CCNC(=O)C2CCN(S(=O)(=O)c3c(C)nn(C)c3C)CC2)c1	-0.1	-0.5	89.0	0.8	-2.1	-1.6	13.1	-0.3	-7.0	7.9
CCCc1cc(C(=O)NCCc2ccc(OC)c(OC)c2)no1	-4.5	-0.9	95.0	8.4	5.4	0.1	3.8	0.0	-0.1	11.9
CCCCc1c(O)nc(SCC(=O)O)[nH]c1=O	19.9	0.2	102.0	-3.9	14.0	-0.7	-3.4	-0.5	-2.6	6.6
CCN(CC)c1ccc(S(=O)(=O)Nc2cc(Cl)ccc2Cl)cc1NC(=S)NC(=O)C1CCCC1	31.8	-6.0	99.0	3.4	0.0	-2.1	-2.3	0.0	-17.1	10.3
O=C(/C=N/NC(=O)c1ccccc1Br)c1ccccc1	-1.8	0.6	96.0	-7.0	0.8	0.4	5.7	0.6	0.1	-4.3
CCn1c2ccccc2c2cc(C3N=C(N)Nc4nc5ccccc5n43)ccc21 (configuration not stated)	6.6	-0.1	101.0	2.2	-3.4	-0.3	-2.1	-0.1	0.5	-2.2
Cc1ccc(-n2ncc3c2CCCC3NC(=O)CCc2cnn(C)c2)cc1C (configuration not stated)	-5.2	0.7	98.0	-14.6	-3.4	-2.1	-5.5	0.3	3.5	-4.2
CN1c2ccsc2/C(=N/Nc2ccc(F)cc2)CS1(=O)=O	-3.3	-1.6	111.0	-6.5	4.4	-1.0	4.2	-0.4	-4.6	7.2
CSc1ccccc1-c1nc(-c2ccncc2)no1	-1.6	-1.1	96.0	-13.5	43.8	-0.5	-6.1	-0.1	-5.4	5.0
CCN(CC)S(=O)(=O)c1cc(NS(=O)(=O)c2ccc(Cl)c(C(=O)O)c2)ccc1C	-0.1	1.8	104.0	-10.1	-7.1	-2.9	1.7	-0.2	0.4	10.2
COc1ccc(NS(=O)(=O)c2ccc(C)c(C(=O)NNC(=O)c3csc(N4CCOCC4)n3)c2)cc1	21.4	-0.6	102.0	0.7	19.9	-3.8	8.0	0.1	-2.2	-2.2
CSCC[C@H](NC(=O)[C@@H]1Cc2c([nH]c3ccccc23)C2c3ccccc3C(=O)N21)C(=O)NCC1CCCO1 (some centres not stated)	-3.5	4.9	94.0	-2.9	-0.4	0.3	6.6	0.3	-8.2	12.7
O=c1c2ccccc2nc2sc(Nc3cccc(Cl)c3)nn12	-2.8	0.5	92.0	3.1	10.5	1.7	11.9	-0.5	9.8	-2.1
CCOC(=O)c1cc(-c2ccccc2)sc1NC(=O)c1cc(OC)c(OC)c(OC)c1	2.9	-2.4	95.0	-4.4	1.8	-2.5	0.6	0.2	-6.8	9.0
O=C(NCC1CCCO1)c1nn2c(C(F)(F)F)cc(-c3ccc(Br)o3)nc2c1Br (configuration not stated)	-10.4	-0.1	91.0	5.2	-5.8	1.2	1.7	0.1	10.2	7.9
O=C(NCc1ccccc1Cl)C1(S(=O)(=O)c2ccc(Cl)cc2)CC1	-2.2	-3.4	103.0	0.3	8.2	2.2	-1.9	-0.1	-2.1	7.1
CCn1nnc(-c2ccccc2NC(=O)c2cc(OC)c(OC)c(OC)c2)n1	-22.0	5.5	97.0	2.0	14.5	0.4	-1.1	0.0	5.8	1.6
CCOc1ccc(N(Cc2cc3cc(OC)ccc3[nH]c2=O)C(=O)C2CCCO2)cc1 (configuration not stated)	-7.2	0.4	97.0	-6.7	0.4	-0.6	-6.0	0.3	0.3	0.2
S=C(N/N=C/c1ccc(Cl)cc1)N1CCOCC1	-3.9	4.3	98.0	3.8	-0.4	-2.5	4.6	-0.3	-2.0	1.5
O=C(NNC(=O)NC1CCCCC1)NC1CCCCC1	6.5	1.0	99.0	1.9	-6.6	-3.6	0.3	0.1	-0.1	2.3

Part of the list above in order of SMILES length, rising:
SMILES	Vif imaging	Glyco luc inh	ABCB6 inh MLPCN	NOD2-RIPK2 inh	Exocytosis inh	MC4R ag barr	TLR9-MyD88 inh	aDG glyco up	ABHD5-PLIN5 inh	MC4R antag cAMP
O=c1c2ccccc2nc2sc(Nc3cccc(Cl)c3)nn12	-2.8	0.5	92.0	3.1	10.5	1.7	11.9	-0.5	9.8	-2.1
CN1c2ccsc2/C(=N/Nc2ccc(F)cc2)CS1(=O)=O	-3.3	-1.6	111.0	-6.5	4.4	-1.0	4.2	-0.4	-4.6	7.2
O=C(NCc1ccccc1Cl)C1(S(=O)(=O)c2ccc(Cl)cc2)CC1	-2.2	-3.4	103.0	0.3	8.2	2.2	-1.9	-0.1	-2.1	7.1

(next part)
SMILES	Vif imaging	Glyco luc inh	ABCB6 inh MLPCN	NOD2-RIPK2 inh	Exocytosis inh	MC4R ag barr	TLR9-MyD88 inh	aDG glyco up	ABHD5-PLIN5 inh	MC4R antag cAMP
Cc1ccc(-n2c(SCC(=O)Nc3cc(S(=O)(=O)N4CCOCC4)ccc3Cl)nc3ccccc3c2=O)cc1	-5.8	-2.4	96.0	-7.1	-3.2	0.8	9.1	-0.1	0.5	8.5
O=C(NC12CC3CC(CC(C3)C1)C2)N1CCN(c2ncccn2)CC1	-12.0	-2.0	100.0	-9.7	2.7	2.0	1.0	0.4	9.0	-3.0
CN(C)S(=O)(=O)c1ccc(N2CCCC2)c(C(=O)NNC(=O)COc2ccccc2Cl)c1	-4.6	-0.4	93.0	-11.0	4.1	-1.7	0.8	-0.2	-5.8	7.4
O=C(CC(=O)NN=Cc1ccc2c(c1)CCC2)NN=Cc1ccc2c(c1)CCC2	-6.3	-1.4	88.0	-6.3	-5.0	-1.8	8.2	0.0	-1.5	4.5
COc1ccc(Cl)cc1NC(=O)c1nnn(CC(=O)Nc2ccc(OC)c(OC)c2)c1N	-2.5	-1.6	103.0	6.7	3.5	-2.2	-0.8	-0.2	-8.1	9.5
CC(CCc1ccc(O)cc1)N1CCC(Oc2ccc(C(=O)N3CCCC3)cc2)CC1 (configuration not stated)	10.6	-3.3	99.0	-2.6	-12.6	-1.7	5.6	-0.4	4.0	0.6
Cc1ccc(NC(=O)CSCC(=O)N(C)CC(=O)Nc2cccc3ccccc23)cc1	-4.2	3.2	100.0	-4.1	-8.9	0.1	-3.6	0.0	-10.3	1.1
N#Cc1ccc(S(=O)(=O)N2CCN(c3ncccn3)CC2)cc1	3.5	1.7	94.0	-14.5	-3.4	-1.3	-3.3	-0.1	2.3	2.0
CN(C)c1nc(N)nc(-c2ccco2)n1	6.1	2.8	94.0	-6.0	-1.8	-0.9	-3.6	-0.3	6.2	3.6
OCCOCCn1c2ccccc2c2ccccc21	-4.9	-3.2	96.0	0.9	1.2	-2.5	-7.0	0.2	4.9	5.9
Cc1ccc(C)c(-n2c(Cc3cc(=O)[nH]c(=O)[nH]3)nnc2SCC(=O)NCc2ccco2)c1	-1.0	-2.2	96.0	-0.1	-1.3	-1.1	0.8	0.1	2.4	4.8
COc1ccc([N+](=O)[O-])cc1NS(=O)(=O)c1cc(C(=O)NCc2cccnc2)ccc1Cl	0.1	-0.4	99.0	-14.5	-4.1	-2.7	3.6	-0.1	-11.0	9.2
COc1ccc(-c2nc(SC(C)C(=O)NCC3CCCO3)n[nH]2)cc1 (configuration not stated)	·	14.0	97.0	-3.1	-1.1	-1.8	1.2	-0.1	-0.3	-2.0
CCOC(=O)c1c(CSc2ccccc2)n(C)c2ccc(O)c(CN3CCOCC3)c12	16.1	-1.5	99.0	-8.5	1.7	1.4	-1.7	0.1	-7.2	0.4
CCN(CC)CCNC(=O)Cn1cnc2sc(C)c(S(=O)(=O)N3CCN(c4ccccc4OC)CC3)c2c1=O	0.9	3.1	101.0	-7.4	18.1	-1.7	-18.5	-0.1	3.9	4.1
COc1ccc(CNC(=O)CCCN2C(=O)c3ccccc3C2=O)cc1	2.0	1.9	100.0	-5.5	-0.5	-0.4	-12.2	1.2	1.8	1.9
COc1ccc(NC(=O)CSc2nc(O)cc(=O)n2-c2ccc(OC)cc2)cc1	14.0	-0.5	97.0	-1.1	-5.2	-0.2	6.1	-0.1	11.5	4.5
CC(=O)Nc1cccc(C(=O)OC2CCOC2=O)c1 (configuration not stated)	-1.1	1.2	101.0	-4.7	26.0	-4.3	-5.0	-0.1	6.7	9.4
CCCCCCC(O)(c1ccc(OC)cc1)C(CN1CCOCC1)c1ccccc1 (configuration not stated)	-11.3	-10.0	100.0	-17.4	6.3	0.5	-6.2	0.1	-5.9	4.8
CCOc1ccc(NC(=O)c2ccc3c(c2)N(Cc2ccc(F)cc2)C(=O)CS3=O)cc1 (configuration not stated)	-1.1	-5.6	100.0	3.2	-2.2	0.0	6.0	0.4	-8.1	12.0
O=C(CCNS(=O)(=O)c1cccs1)N1CCc2ccccc2C1	-6.6	-1.8	98.0	-5.3	6.4	0.8	1.8	0.1	-2.5	0.9
CN1C(=O)c2cccc3c(N(C)C)ccc(c23)C1=O	i	8.2	103.0	1.2	8.5	-1.1	4.2	0.2	3.2	-8.8
N/C(=N\OC(=O)c1cccc(F)c1)c1ccccc1	0.0	-2.0	97.0	-5.0	-3.2	-1.2	0.9	-0.1	5.8	-1.5
CCCC(C)C(=O)Nc1ncc(S(=O)(=O)c2ccc([N+](=O)[O-])cc2)s1 (configuration not stated)	-23.1	-7.3	97.0	4.2	-3.4	4.5	-3.6	0.3	-5.4	6.2
C#CCSc1nc2sc3c(c2c(=O)n1C)CCC3	0.8	4.1	92.0	-3.7	-10.3	9.1*	-8.2	-0.1	4.5	-4.0
COc1ccc(-c2nc3ccccc3c(=O)n2CCN2CCOCC2)cc1	-0.5	2.3	96.0	-11.5	-2.7	-2.0	-5.0	-0.2	2.7	-1.6
COc1ccc(-c2ccc(=O)n(Cc3ccc([N+](=O)[O-])cc3)n2)cc1	1.2	-0.3	96.0	-15.0	-0.2	0.4	1.9	0.1	-2.0	-4.7
CC(NC(=O)Nc1ccc(F)cc1)C(c1cccs1)N1CCCC1 (configuration not stated)	2.9	-2.7	97.0	-11.3	-1.4	-1.0	2.1	0.2	-0.1	4.5
Cc1ccc(CSc2nnc(C)c(=O)[nH]2)cc1	-3.7	0.0	95.0	11.8	7.4	0.1	-10.2	-0.1	4.0	-1.8
COc1cc(OC)cc(C(=O)NC2CCCN(Cc3ccc(Cl)cc3)C2)c1 (configuration not stated)	-4.6	1.5	96.0	2.3	12.5	-0.5	-4.5	-0.1	7.8	4.8

This is a subset; the hit share may differ from the screen's.
